High-throughput results: PubChem BioAssay, National Center for Advancing Translational Sciences (NCATS)
ERK EGF inh: qHTS Assay for Inhibitors of the ERK Signaling Pathway using a Homogeneous Screening Assay; Stimulation with EGF; Potency, µM (top dose mostly 11.5 µM), inactives show at the highest dose activity change, negative = inhibition, usual class: inhibitors; hit rate 0.41% among 130,000; HEK293-V1b, EGF-stimulated phospho-ERK AlphaScreen; active = well fitted inhibition curve with a large enough effect; inconclusive = small, poorly fitted or top-dose-only effect, or effect the other way;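 also: plate controls were stimulated vehicle wells for no effect and unstimulated vehicle basal for full effect; nearly all actives have a fitted effect of over 55% in size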
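Concentration-response of compounds against EGF-driven ERK phosphorylation in V1b-expressing HEK293 cells; 30 min preincubation, 5 min EGF, AlphaScreen detection; Normalized to DMSO basal and 25 nM EGF.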
Active calls of the source: *; ? = inconclusive; [ ] = remark or other dose. Potency is read from the fitted curve at half-maximal effect. A portion of the library; rates above refer to the full screens.

canonical_smiles	ERK EGF inh
O=C(Nc1cccc(C(F)(F)F)c1)Nc1ccc(N2CCCC2)c(S(=O)(=O)Nc2ccccc2Cl)c1	-0.7%
Cc1ccc(CSCCC(=O)NCCC2=CCCCC2)cc1	2.5%
CC1CCC2(CC1)NC(=S)N(C(C)(C)C)N2 (configuration not stated)	5.1%[57.5 µM]
O=C(c1cccc([N+](=O)[O-])c1)N1CCN(c2ccc(Cl)cc2)CC1	3.8%
CN(C)/C=N/C(=S)Nc1ccc(Cl)cc1Cl	-2.9%
CCOC(=O)c1c(N2C(=O)C3C4C=CC(C4)C3C2=O)sc2c1CCC(C)C2 (configuration not stated)	7.4%
COc1ccc(C)cc1NC(=O)C(OC(=O)c1ccc(Cl)c(S(=O)(=O)N(C)c2ccccc2)c1)c1ccccc1 (configuration not stated)	5.8%
CC(=O)c1ccc(N2CCN(c3ccc(C(F)(F)F)cn3)CC2)cc1	6.5%
c1ccc(OCCOc2cccc3cccnc23)cc1	6.1%
O/N=C/c1ccccc1Oc1ccc(Cl)cc1	-10.5%
COCCSc1nc(N)c2c3c(sc2n1)CN(C)CC3	8.1%[57.5 µM]
CN(C)C(=O)OCC1COc2ccccc2O1 (configuration not stated)	-2.2%[57.5 µM]
CCCCOc1ccc(N(CC(=O)NC2CCCC2)C(=O)CCC(=O)Nc2ccccn2)cc1	2.4%
Cc1c(Cl)cccc1NC(=S)N(CCCN1CCOCC1)Cc1cccs1	6.4%
COc1cc(S(=O)(=O)Nc2cccc(C)c2)ccc1NC(=O)c1cccnc1	8.0%
COc1cc(OC)cc(C(=O)NCC(=O)OCc2csc(-c3ccccc3)n2)c1	-1.7%
O=C(c1ccc(N2C(=O)C3CCCCC3C2=O)cc1)N1CCCCC1 (configuration not stated)	7.5%
N=C(N)c1ccc(OCCCCCOc2ccc(C(=N)N)cc2)cc1 (tested in a mixture with another compound)	1.5%
Cc1nnc(SCC(=O)NC23CC4CC(CC(C4)C2)C3)n(N)c1=O	9.4%
CCC1C(=O)NCCN1Cc1nc(-c2ccc(C)s2)oc1C (configuration not stated)	-6.9%
COc1cc2c(cc1OC)C(C(=O)N(C)Cc1ccccc1)C(c1cccnc1)N(C)C2=O (configuration not stated)	8.9%
CCOC(=O)N1CCC(NC(=O)C2=CCN(S(=O)(=O)c3ccc(OC)cc3)CC2)CC1	-2.7%[57.5 µM]
COc1ccc(CC(=O)Nc2cccc(C(=O)Nc3cccc(C)c3)c2)cc1	-10.8%
Nc1nnnn1CC(=O)N/N=C/c1ccccn1	-11.4%[57.5 µM]
CNC(=S)N1N=C(c2ccc(C)cc2)CC1c1ccc(N(C)C)cc1 (configuration not stated)	-0.1%
O=C1CSCN1c1cc(Cl)ccc1Cl	25.5%
COc1cc(NC(=O)c2ccc3c(c2)OCO3)ccc1NC(=O)c1cccs1	-4.5%
COc1ccc(C2CC(c3ccccc3)=NN2S(=O)(=O)c2ccccc2)c(OC)c1 (configuration not stated)	6.1%
O=c1c(-c2n[nH]c(=S)o2)cccn1Cc1ccccc1	2.1%
Cn1c(=O)[nH]c2ccc([N+](=O)[O-])nc21	9.7%
O=C(O)C1CCN(C(=O)COc2ccc3c4c(c(=O)oc3c2)CCC4)CC1	6.1%[57.5 µM]
O=C(O)C1CSC(c2ccc(O)c([N+](=O)[O-])c2)N1 (configuration not stated)	-10.4%
CN(C)/C=C1\C(=O)NN=C1C(F)(F)F	36.4%
O=c1oc2cc(O)ccc2cc1-c1nc2c(s1)CCc1ccccc1-2	?
Cc1cc([N+](=O)[O-])nn1CC(=O)NCc1ccco1	-2.2%
COc1ccc(C(=O)Nc2nc3nccc(-c4ccccc4)n3n2)cc1	3.1%
CCCC(=O)Nc1ccc2c(c1)nc(CCN1CCCCC1)n2C	0.7%[57.5 µM]
COc1ccc(-n2c(C)cc(C(=O)CN3CCCCC3)c2C)cc1	0.8%
CN1CCN(S(=O)(=O)c2cnccc2N2CCN(c3cccc(Cl)c3)CC2)CC1	-21.1%
COc1ccc(/C=C/C(=O)NCCn2c(C)cc3ccccc32)cc1OC	-11.3%
Cc1cc(/C=N/NC(N)=O)c(C)n1C1CCCCC1	4.2%
CC(C)(CO)NC(=O)CC1C(=O)NCCN1Cc1ccc(-c2ccccc2)cc1 (configuration not stated)	-1.7%
CC1CCc2c(sc(NC(=O)Cn3nc(C(=O)O)c4ccccc4c3=O)c2C#N)C1 (configuration not stated)	6.1%[57.5 µM]
CCN(CC)C(=O)COc1ccc(C=O)cc1OC	-8.2%
CC(C)CNc1nc(N)c([N+](=O)[O-])c(NCC2CCCO2)n1 (configuration not stated)	7.3%
CC(C)(C)NC(=O)C1Cc2ccccc2CN1S(=O)(=O)c1ccc(F)cc1 (configuration not stated)	7.5%
COc1ccccc1NC(=S)N1CCc2cc(OC)c(OC)cc2C1	-9.0%
CC(C)CCn1c(SCC#N)nc2c(sc3ccccc32)c1=O	-2.9%
COc1cccc2cc(C(=O)c3ccccc3)oc12	-2.7%
COc1ccc(C(=O)N2CC(=O)Nc3ccccc32)cc1S(=O)(=O)N1CCOCC1	-11.1%[57.5 µM]
Cc1ccc(S(=O)(=O)Nc2c(C)n(C)n(-c3ccccc3)c2=O)cc1C(=O)OC(C)C(=O)N(C)c1ccccc1 (configuration not stated)	0.8%
Cc1ccc(N(CC(=O)NC(C)(C)C)C(=O)CS(=O)CC(=O)Nc2ccc3c(c2)OCO3)cc1 (configuration not stated)	-5.2%
Cc1cnc(C(=O)OCC(=O)NCCCc2ccccc2)cn1	1.4%
CC(C)CCN1CCN(Cc2nc(-c3ccccc3)cs2)CC1CCO (configuration not stated)	-0.6%
O=S(=O)(NCCc1ccccn1)c1ccc(-c2ccccn2)s1	0.5%[57.5 µM]
O=c1c2cccnc2n(-c2ccccc2)n1Cc1c(Cl)cccc1Cl	?

Going on with the list:
canonical_smiles	ERK EGF inh
CCOC(=O)c1c(C)[nH]c(-c2csc(N)n2)c1C	10.0%
COc1cccc(/C=C/C(=O)OCC(=O)Nc2ccc(Cl)cn2)c1	2.3%
O=C(Nc1ccc(Cl)cc1)Nc1nnc(CSCc2ccccc2Cl)s1	-9.3%
COc1cc(C(=O)NC2CCN(Cc3nnnn3Cc3ccc(F)cc3)CC2)cc(OC)c1OC	-8.7%
Cc1ccc(Sc2cnc(N)nc2C)cc1	-9.4%
O=C(CSc1ccccn1)Nc1ccc(NC(=O)CSc2ccccn2)cc1	6.2%
Fc1ccc(N/N=C2/CCSc3sccc32)c(F)c1	2.0%[57.5 µM]
Cc1c(S(=O)(=O)c2ccccn2)c(N)n(Cc2cccc(Cl)c2)c1C	6.8%[57.5 µM]
C=CCNC(=S)/N=c1/scc(C)n1C	1.5%
O=C(O)c1ccc(N/N=C/c2ccc(-c3ccccc3)cc2)cc1	-0.2%
C=CCNC(=O)/C(C#N)=C/c1c(C)nn(-c2ccc(Cl)cc2)c1Cl	-2.0%
O=C(O)C(Cc1c[nH]c2ccccc12)NS(=O)(=O)c1cccc2nsnc12 (configuration not stated)	21.8%
O=C(O)C(Cc1c[nH]c2ccccc12)NS(=O)(=O)c1ccc2ccccc2c1 (configuration not stated)	1.3%
O=C(Nc1cccc2nsnc12)c1cccnc1	-4.3%
CC(C)c1ccc(NC(=S)NCCc2c[nH]c3ccccc23)cc1	10.1%
CCCNC(=S)Nc1ccc(S(N)(=O)=O)cc1	-5.8%

Some of these compounds in order of molecular weight, rising.
canonical_smiles	ERK EGF inh
C=CCNC(=S)/N=c1/scc(C)n1C	1.5%
O=C(O)c1ccc(N/N=C/c2ccc(-c3ccccc3)cc2)cc1	-0.2%
O=C(O)C(Cc1c[nH]c2ccccc12)NS(=O)(=O)c1cccc2nsnc12 (configuration not stated)	21.8%

Following part
canonical_smiles	ERK EGF inh
CCCCCCN(C(=O)CCCCCN1C(=O)NC(c2ccc(-c3ccccc3)cc2)C(C(=O)OCc2ccccc2)=C1C)C(C(=O)NCCCC)c1ccccn1 (configuration not stated)	1.0%[57.5 µM]
Cc1ccc2nc(NC(=O)c3ccccn3)sc2c1	1.1%[57.5 µM]
O=c1[nH]c(=O)n([C@H]2C[C@H](O)[C@@H](CO)O2)cc1C(F)(F)F	-1.5%[57.5 µM]
NC(=S)NNC(=O)c1cccc(Br)c1	-6.6%
Cc1cccc(OCc2n[nH]c(=S)n2C2CCCCC2)c1	-2.2%
CCOC(=O)C1(CCc2ccccc2)CCN(C(=O)Cc2nonc2C)CC1	5.7%
O=c1c2oc3ccccc3c2[nH]c(=S)n1-c1ccccc1	1.6%
Cc1ccccc1C(=O)NNC(=O)c1cccc([N+](=O)[O-])c1	7.9%
O=C(C1CCN(C2CCN(Cc3ccc4c(c3)CCO4)CC2)CC1)N1CCOCC1	8.3%
COc1ccc2[nH]cc(CCCN3C(=O)c4ccccc4C3=O)c2c1	-0.2%
O=C(N/N=C/c1cc2c(cc1Cl)OCO2)c1ccc2c(c1)OCCO2	3.4%[57.5 µM]
O=C(c1ccco1)N(CCO)Cc1cc2cc3c(cc2[nH]c1=O)OCO3	-5.2%
COc1ccc(CCNC(=O)C(=O)NN=C2CCCCCCC2)cc1OC	6.2%[57.5 µM]
O=C(NCC(=O)N(CC1CCCO1)C(C(=O)NC1CCCCC1)c1cccnc1)c1cccs1 (configuration not stated)	8.5%
CO/N=C(\C(=O)N[C@@H]1C(=O)N2C(C(=O)O)=C(COC(N)=O)CS[C@@H]12)c1ccco1	-4.0%[25.7 µM]
COc1ccc(OC)c(-c2csc(N3CCC(c4ccccc4)CC3)n2)c1	1.6%
CNC(=S)N(CCc1ccccc1)Cc1cc2cc(OC)c(OC)cc2[nH]c1=O	-1.0%
CC(Oc1ccc(F)cc1)c1ccnc2nc(/N=C/N(C)C)nn12 (configuration not stated)	-12.2%
NC(=O)C(CC(=O)O)NC(=O)[C@@H]1CCCNc2c(I)cc([N+](=O)[O-])cc2C(=O)N[C@@H](CO)C(=O)N[C@@H](Cc2ccc(O)cc2)C(=O)N1 (some centres not stated)	-10.7%
COc1cccc(OC)c1C(=O)Nc1ccc2c(c1)Cc1ccccc1-2	?
CCOc1ccc2ccccc2c1/C=N/NC(=O)CC1(C)OCCCO1	-7.7%
CN1CCCN(c2ncnc3scc(-c4ccc(F)cc4)c23)CC1	-5.2%
COc1ccc(NC(=O)CC2C(=O)N(c3ccccc3)C(=O)N2Cc2ccco2)cc1 (configuration not stated)	-9.8%
COc1ccc(C2Cc3ccccc3C(=O)O2)cc1 (configuration not stated)	-0.6%
COCCNC(=S)Nc1ccc(N2CCCCC2)cc1	1.6%
COc1ccc(-n2cccc2/C=C2\C(=N)N3N=C(C(C)C)SC3=NC2=O)cc1	-21.8%
Cc1ccc2nc(N(CCCN(C)C)C(=O)c3sc4ccccc4c3Cl)sc2c1	-1.6%
CSc1cccc(NC(=O)Cc2ccccc2[N+](=O)[O-])c1	4.4%
O=C(CNCCc1ccccc1)N1CCc2ccccc2C1	-4.1%
CS(=O)(=O)Nc1ccc(C2=NN(C(=O)c3ccco3)C(c3ccccc3)C2)cc1 (configuration not stated)	0.9%
CC(C)CCNC(=O)c1ccc(CS(=O)(=O)Cc2ccccc2F)o1	2.2%
CCOC(=O)c1c(C)oc2ccc(NS(=O)(=O)c3ccc4c5c(cccc35)C(=O)N4)cc12	11.6%

In the list so far, four contain a CF3 group.
canonical_smiles	ERK EGF inh
O=C(Nc1cccc(C(F)(F)F)c1)Nc1ccc(N2CCCC2)c(S(=O)(=O)Nc2ccccc2Cl)c1	-0.7%
CC(=O)c1ccc(N2CCN(c3ccc(C(F)(F)F)cn3)CC2)cc1	6.5%
CN(C)/C=C1\C(=O)NN=C1C(F)(F)F	36.4%
O=c1[nH]c(=O)n([C@H]2C[C@H](O)[C@@H](CO)O2)cc1C(F)(F)F	-1.5%[57.5 µM]

(listing goes on)
canonical_smiles	ERK EGF inh
O=C(c1cccc(S(=O)(=O)NCc2ccccc2)c1)N1CCCC1	-0.3%
Cc1ccc(NC(=O)Nc2cccc(C(F)(F)F)c2)nc1	5.7%
Cc1c(O)ccc2c(=O)c(-c3nncn3-c3ccccc3)coc12	2.7%
Cc1cccc(Nc2nc3ccccc3n3nnnc23)c1	-3.7%
CCOC(=O)c1nc2ccccc2nc1C	2.3%
Cc1ccc(C(=O)NNC(=O)c2cccc(C)c2)cc1	-10.6%
CCOC(=O)c1ccc(NC(=O)Oc2cc(C)c(Cl)cc2C(C)C)cc1	-1.0%[57.5 µM]
COc1ccc(-c2noc(CCC(=O)O)n2)cc1	7.9%
Cc1noc(C)c1COc1ccc(C(=O)OCC(N)=O)cc1	-4.1%
O=P(COCCOCCOCCOCP(=O)(c1ccccc1)c1ccccc1)(c1ccccc1)c1ccccc1	-8.8%
C=CCn1c(CNC(=O)c2cccs2)n[nH]c1=S	15.6%
CC(C)C[C@H]1C(=O)N2CCCC2[C@]2(O)O[C@](NC(=O)[C@@H]3C=C4c5cccc6[nH]c(Br)c(c56)C[C@H]4N(C)C3)(C(C)C)C(=O)N12 (some centres not stated)	-0.7%
Cc1ccccc1NC(=S)NC(C)C(c1ccccc1)N1CCN(C)CC1 (configuration not stated)	-4.0%
Cc1sc(N)c(C(=O)c2ccccc2Cl)c1C	-3.7%
Cc1cc(C)c(NC(=O)C2CCCN2C(=O)NC2CCCCC2)c(C)c1 (configuration not stated)	-4.1%
